Source: PubChem BioAssay
TWEAK Fn14 block = TWEAK-Fn14 signaling inhibition | TWEAK-stimulated Fn14 reporter cells, luciferase luminescence, 8 h | inhibition, % at 10 µM | hit rate 2% among 360,000 | AID 1159606; in the data active = inhibition above about 50%
LMP1 NFkB inh = Epstein-Barr LMP1 NF-kappaB reporter inhibition. LMP1-induced NF-kappaB luciferase reporter cells, luminescence. inhibition, % at 12.5 µM. hit rate 0.69% among 350,000. AID 504558; in the data active = inhibition above about 41%;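 note: 0% = neutral control wells and 100% = reference inhibitor control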
TRAIL sens C8 = sensitizes caspase-8 expressing cells to TRAIL. hit rate 1% among 360,000. AID 624354. NB7+C8 cells + TRAIL, ATPlite viability luminescence. inhibition (viability loss, TRAIL sensitization), % at 10 µM;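 active = compounds causing at least 50% loss of cell viability in the single-dose screen, relative to plate controls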
SRC3 inh = human NCOA3 inhibition; HEK293 GAL4-SRC3 luciferase reporter, luminescence; Q9Y6Q9; inhibition, % at 3.6 µM; AID 588352; hit rate 0.17% among 360,000;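 active = inhibition above a per-campaign cutoff, the mean of all compounds plus 3 SD, cut at about 60% in these data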;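 note: 0% = DMSO-treated cells and 100% = gossypol-treated cells at 36 µM; higher means less SRC3-driven luciferase light from the GAL4 reporter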
TLR9-MyD88 block = TLR9-MyD88 interaction inhibition; Q9NR96+Q99836; CHO BLA complementation TLR9-MyD88, CCF4 FRET ratio; inhibition, % at 4.98 µM; hit rate 0.21% among 340,000;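 active = inhibition above the mean over all tested compounds plus 3 SD, cut at about 21% in these data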;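 note: 0% = DMSO only wells and 100% = clavulanate BLA inhibitor control wells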
Target sequence (Q99836 whole entry, looked up): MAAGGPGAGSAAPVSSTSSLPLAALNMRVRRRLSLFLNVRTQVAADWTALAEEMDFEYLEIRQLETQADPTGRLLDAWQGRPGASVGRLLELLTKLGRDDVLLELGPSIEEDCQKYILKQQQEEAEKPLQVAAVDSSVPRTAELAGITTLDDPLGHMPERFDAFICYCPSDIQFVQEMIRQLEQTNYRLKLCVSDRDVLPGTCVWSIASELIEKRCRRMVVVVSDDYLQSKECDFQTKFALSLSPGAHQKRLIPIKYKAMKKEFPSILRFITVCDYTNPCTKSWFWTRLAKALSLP
Target sequence (Q9NR96 whole entry, looked up): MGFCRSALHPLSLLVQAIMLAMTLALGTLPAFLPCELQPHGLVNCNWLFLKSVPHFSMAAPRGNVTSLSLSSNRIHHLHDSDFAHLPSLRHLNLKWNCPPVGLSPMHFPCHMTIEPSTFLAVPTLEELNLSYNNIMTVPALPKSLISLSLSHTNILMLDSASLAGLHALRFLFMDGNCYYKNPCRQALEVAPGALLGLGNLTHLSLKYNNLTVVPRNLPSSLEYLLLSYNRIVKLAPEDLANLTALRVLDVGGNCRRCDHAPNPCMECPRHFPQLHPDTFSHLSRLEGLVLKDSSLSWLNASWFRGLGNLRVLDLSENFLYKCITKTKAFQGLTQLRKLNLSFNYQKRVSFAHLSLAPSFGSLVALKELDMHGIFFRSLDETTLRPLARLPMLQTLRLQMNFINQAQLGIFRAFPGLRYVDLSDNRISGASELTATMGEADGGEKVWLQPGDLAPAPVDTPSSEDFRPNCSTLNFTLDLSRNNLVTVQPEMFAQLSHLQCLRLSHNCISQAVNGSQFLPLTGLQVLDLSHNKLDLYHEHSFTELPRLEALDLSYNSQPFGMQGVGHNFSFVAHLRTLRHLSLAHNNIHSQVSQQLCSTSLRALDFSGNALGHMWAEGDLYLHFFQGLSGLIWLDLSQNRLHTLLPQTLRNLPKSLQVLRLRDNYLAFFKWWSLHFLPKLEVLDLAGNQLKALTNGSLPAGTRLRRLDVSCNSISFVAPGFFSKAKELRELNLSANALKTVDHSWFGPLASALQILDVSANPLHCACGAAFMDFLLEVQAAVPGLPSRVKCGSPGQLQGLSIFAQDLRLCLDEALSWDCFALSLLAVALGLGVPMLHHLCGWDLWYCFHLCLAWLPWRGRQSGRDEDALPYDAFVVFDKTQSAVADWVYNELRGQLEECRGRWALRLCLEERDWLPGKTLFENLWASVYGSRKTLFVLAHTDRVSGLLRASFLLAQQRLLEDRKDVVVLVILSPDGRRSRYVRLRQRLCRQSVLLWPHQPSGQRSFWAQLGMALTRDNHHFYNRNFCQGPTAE
TROY signal inh = inhibitors of TROY-dependent NF-kB signaling; inhibition, % at 10 µM; Q293 LMP1-TROYcd NF-kB luciferase reporter, 4 h; AID 1347056; hit rate 0.98% among 360,000;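 active = compounds whose plate-normalised and pattern-corrected inhibition of the luciferase reporter signal at the single screening dose is 50% or more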
COUP-TFII inh = inhibitors of human COUP-TFII (NR2F2) | P24468 | HEK293T NGFI-A luciferase reporter, luminescence | inhibition, % at 8.6 µM | hit rate 0.7% among 370,000;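 active = inhibition above a per-plate cutoff, mean inhibition of test wells between control levels plus 3 SD, cut at about 38% in these data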;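 note: cells cotransfected with COUP-TFII expression vector driving the NGFI-A reporter; 0% = median of COUP-TF2 test wells and 100% = reporter-only cells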
SRC2 inh = inhibits human steroid receptor coactivator 2 | Q15596 | HEK293 GAL4-SRC2 luciferase reporter, luminescence | inhibition, % at 9 µM | hit rate 0.17% among 370,000 | AID 651957;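 active = inhibition above the mean inhibition of all tested compounds plus 3 SD, set per campaign, cut at about 52% in these data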;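 note: 0% = DMSO treated cells and 100% = cells given Gossypol at 36 µM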
SRC1 inh = inhibits human SRC1 coactivator | inhibition, % at 3.6 µM | HEK293 GAL4-SRC1 luciferase reporter, luminescence | hit rate 0.12% among 360,000 | Q15788;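 active = inhibition above the campaign mean plus 3 SD, with each screening campaign given its own cutoff, cut at about 60% in these data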;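 note: 0% = DMSO treated cells and 100% = gossypol at 36 µM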
NOD2 RIPK2 PPI = inhibitors of human NOD2-RIPK2 interaction; inhibition, % at 4.98 µM; hit rate 0.38% among 360,000; AID 624267; O43353; CHO BLA complementation NOD2-RIPK2, CCF4 ratio; in the data active = inhibition above about 21%;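 note: 0% = vehicle only and 100% = reference blocker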
NR5A2 inv ag = suppresses constitutive activity of human LRH-1; O00482; HEK293T StAR-luciferase reporter, LRH-1 transfected, 24 h; inhibition, % at 3.6 µM; hit rate 0.13% among 360,000; AID 602396;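 active = inhibition above the mean inhibition of all tested compounds plus 3 SD, cut at about 73% in these data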;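 note: 0% = DMSO wells and 100% = reporter-only cells lacking LRH-1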
Starred values were filed as active, the others as inactive; . = no result given.

SMILES	TWEAK Fn14 block	LMP1 NFkB inh	TRAIL sens C8	SRC3 inh	TLR9-MyD88 block	TROY signal inh	COUP-TFII inh	SRC2 inh	SRC1 inh	NOD2 RIPK2 PPI	NR5A2 inv ag
Cc1ccc(C(C(=O)NCC2CCCO2)N(Cc2ccccc2)C(=O)c2ccc(-c3ccccc3)[nH]2)o1 (stereo unspecified)	37	5	3	11	-6	5	17	-5	-9	-4	-22
Nc1nc(SCc2ccccc2Cl)n[nH]1	-13	-10	-3	1	-3	-1	-19	-78	7	-2	-26
O=S(=O)(NCCCN1CCOCC1)c1ccc2c(c1)OCCO2	12	2	-1	-3	1	0	-5	-13	-9	-9	8
Cc1ccc(C(=O)N/C(=C/c2ccco2)C(=O)NCc2ccco2)cc1	29	1	-4	-7	0	0	-15	-17	-14	-7	3
O=C(CCCc1ccccn1)c1ccc(-c2ccccc2)cc1	-15	-15	-7	-42	-8	-28	-56	-68	-43	-32	-49
C/C(=N\NC(=O)c1n[nH]c2c1CCC2)c1ccco1	59*	36	64*	-88	.	-17	-38	-26	-114	-19	11
CC(CN1CCN(CCOCCO)CC1)CN1c2ccccc2Sc2ccc(Cl)cc21 (stereo unspecified)	-26	-34	2	-22	-7	16	5	4	2	-2	-34
CN(Cc1ccccc1)C(=O)N[C@@H](Cc1ccccc1)C(=O)O	81*	-4	-2	6	-7	.	4	6	13	-11	4
Cc1cc(NC(=O)Cn2cc([N+](=O)[O-])cn2)no1	-4	-8	10	1	4	88*	-4	-1	-5	2	-11
CC(C)CC(=O)OC(C)(C)[C@@H]1Cc2c(ccc3ccc(=O)oc23)O1	-10	27	5	-2	-4	7	14	-22	8	-8	-30
COC(=O)c1ccc(C2/C(=C(\O)c3ccc4c(c3)OCCO4)C(=O)C(=O)N2CCCN2CCOCC2)cc1 (stereo unspecified)	-1	-2	-32	2	3	-20	-5	5	8	-2	0
Cc1cccc(C(=O)N2CCCCCC2)c1	20	-9	-3	6	5	0	2	-21	8	5	-4
CNC(=O)Nc1ccc(C2SCCS2)cc1	2	-3	3	-9	-2	-9	-6	-8	-6	4	-13
CCCCC(=Nc1ccccc1OC)C1=C(O)CC(c2ccccc2)CC1=O (stereo unspecified)	-11	-1	-10	18	-8	-8	-2	8	8	-1	9
COc1cc2c(cc1OC)C(c1cccc(C)c1)CC(=O)N2 (stereo unspecified)	10	-8	3	-8	-2	7	-6	-1	-18	-7	5
CCC(c1nnnn1Cc1cccs1)N1CCN(C(=O)c2ccco2)CC1 (stereo unspecified)	-1	0	1	11	14	9	-14	-12	0	-4	6
Cc1[nH]n2c(=O)c3c(nc2c1-c1ccc(Cl)cc1)CCC3	34	27	19	3	5	-4	.	.	6	-7	-2
CC(C)(C)NC(=O)Nc1ccc(Br)cc1	-8	5	3	-70	-15	-58	-30	-44	-68	-2	-91
C=C(C1=CCN(S(=O)(=O)C(C)(C)C)[C@H]1CCO)c1ccccc1	3	2	4	1	-4	8	-9	8	-73	-1	-28
Cc1cc(C(=O)N/N=C/c2cccnc2)cs1	-35	-1	18	-31	8	-34	-9	-18	-35	-5	-34
CCOc1ncccc1C(=O)Nc1cc(C(F)(F)F)ccc1N1CCOCC1	-34	-11	-6	4	-8	8	-6	-29	0	0	-10
CCOC(=O)C1=NN(C(=O)Nc2ccc(OC)cc2)C2C(=O)N(c3cccc(C(F)(F)F)c3)C(=O)C12 (stereo unspecified)	-10	-4	1	17	-11	-8	-12	-5	-1	-1	4
O=C(CN1CCN(C(=O)c2ccco2)CC1)Nc1c2c(nc3c1CCC3)CCCC2	1	7	-9	-6	-1	-5	-16	1	-21	-9	-2
COc1ccc(NC(=S)N2CCN(c3ccc4c(c3)C3CCN(C(=O)OCc5ccccc5)C4C3)CC2)c(OC)c1 (stereo unspecified)	22	.	6	-3	.	17	32	-10	-32	-13	0
O=C(c1ccc(NC2=NC3CS(=O)(=O)CC3S2)cc1)N1CCN(c2ccc([N+](=O)[O-])cc2)CC1 (stereo unspecified)	30	-3	-18	5	-5	14	-6	6	4	1	7
COc1ccc(Nc2nc3[nH]c(=O)cc(O)c3s2)cc1	-6	-72	6	11	-1	-8	3	-27	11	-1	-3
C=CCn1c(SCC(=O)Nc2ccccc2-c2ccccc2)nc2cc(C(=O)O)ccc2c1=O	10	7	4	27	-1	-2	-1	4	-5	0	12
O=C(NN=C1CCN(Cc2ccccc2)CC1)c1cc2ccccc2cc1O	-14	-3	-3	0	3	-34	14	-19	-12	-13	9
CC(C)=NOc1cc(NC(=O)CCl)cc([N+](=O)[O-])c1	23	-4	17	25	3	-16	3	29	8	-9	43
CCOC(=O)c1ccc(NC(=O)c2nc[nH]c2C(=O)N[C@@H](C)CO)cc1	-98	12	-8	0	5	5	2	-25	2	-13	19

Record cards (already shown). Order of screens: TWEAK Fn14 block	LMP1 NFkB inh	TRAIL sens C8	SRC3 inh	TLR9-MyD88 block	TROY signal inh	COUP-TFII inh	SRC2 inh	SRC1 inh	NOD2 RIPK2 PPI	NR5A2 inv ag
CCOC(=O)C1=NN(C(=O)Nc2ccc(OC)cc2)C2C(=O)N(c3cccc(C(F)(F)F)c3)C(=O)C12 (stereo unspecified) is listed with -10	-4	1	17	-11	-8	-12	-5	-1	-1	4
Cc1ccc(C(=O)N/C(=C/c2ccco2)C(=O)NCc2ccco2)cc1 is listed with 29	1	-4	-7	0	0	-15	-17	-14	-7	3
C=CCn1c(SCC(=O)Nc2ccccc2-c2ccccc2)nc2cc(C(=O)O)ccc2c1=O is listed with 10	7	4	27	-1	-2	-1	4	-5	0	12
CNC(=O)Nc1ccc(C2SCCS2)cc1 is listed with 2	-3	3	-9	-2	-9	-6	-8	-6	4	-13

The list continues.
SMILES	TWEAK Fn14 block	LMP1 NFkB inh	TRAIL sens C8	SRC3 inh	TLR9-MyD88 block	TROY signal inh	COUP-TFII inh	SRC2 inh	SRC1 inh	NOD2 RIPK2 PPI	NR5A2 inv ag
Cc1nc(SC(C(N)=O)c2ccccc2)c(C#N)c(C)c1C (stereo unspecified)	-7	.	-20	-7	.	1	2	-2	-5	-12	3
COc1cc2c(cc1OC)[C@@H](NC(=O)CCc1ccccc1)[C@H](OCc1ccccc1)C2	16	-1	8	4	-7	-14	0	8	-8	8	-17
COc1cccc(CNc2cccc(C(F)(F)F)c2)c1O	2	4	4	15	-3	-3	7	0	-20	2	-9
O=C(CC1Oc2ccccc2NC1=O)NCCc1ccccc1 (stereo unspecified)	5	2	-1	-2	-3	7	10	-9	11	0	3
O=C(NCN1C(=O)C2C3C=CC(C3)C2C1=O)Nc1ccccc1O (stereo unspecified)	-1	5	1	12	-11	-15	13	-26	-9	-2	-9
CCN1CCN(c2nc(-c3cccnc3)nc3ccccc23)CC1	4	-12	-13	14	-11	-16	-7	-38	-29	1	18
Nn1c(SCC(=O)NC2CCCc3ccccc32)nnc1-c1cccs1 (stereo unspecified)	-24	-10	-1	-7	8	-9	5	14	-12	-3	-1
O=C(CSc1nnc(C2CC2)n1-c1ccccc1)NCCc1ccccc1	3	-2	9	7	10	-2	-5	2	-30	8	-1
Fc1ccccc1-c1nc(-c2ccncc2)no1	12	-9	-5	-110	7	-30	-38	-96	-126	-1	-110
CN1CCN(CC2(O)CCN(S(=O)(=O)c3ccc(Cl)cc3)CC2)CC1	1	-4	17	0	6	-1	20	3	9	-2	16
CC(=O)CCSc1nnc(-c2cccc(S(=O)(=O)N3CCOCC3)c2)o1	-8	-2	-31	-25	-12	2	-2	-27	16	-4	-19
CC(=O)Nc1csc2ccccc12	-6	0	-4	-6	3	-1	0	-22	17	-6	18
Cc1ccc(CNC(=O)c2ccc(N(C)C)cc2)cc1	-20	-15	-6	-30	-3	-5	-23	-45	-14	-2	-15
CCOC(=O)C1(C)C=C(Nc2ccc(OC)cc2)C(=O)N1c1ccc(OC)cc1 (stereo unspecified)	-23	11	-12	10	4	-39	-2	-19	12	2	27
COc1cc(/C=N/Nc2ncc(C(F)(F)F)cc2Cl)cc(OC)c1O	-4	5	-8	3	-1	-10	-6	-49	-10	2	13
CC(C)NC(=O)c1ccc(NC(=O)CC2SC(N3CCCC3)=NC2=O)cc1 (stereo unspecified)	6	-2	9	-5	1	-22	14	-30	-12	-5	-13
CCOC(=O)CSc1nnc(CNC(=O)c2cccs2)n1-c1ccccc1	-10	0	11	-64	-2	1	13	1	3	-3	9
O=C(OCC(=O)N1CCOCC1)c1ccc(F)cc1Cl	-5	-6	27	1	4	-17	2	-10	-1	-14	-5
COc1ccc(CN(CCNC(=O)CCCCC(=O)NCCN(Cc2ccc(OC)cc2)C(C)C)C(C)C)cc1	8	1	-8	23	6	13	-13	-9	20	-2	-8
COc1ccc(C(C(=O)NC(C)(C)C)N(C(=O)CNC(=O)c2cccs2)c2cccnc2)cc1OC (stereo unspecified)	-3	7	-15	5	5	-9	7	-8	-3	-6	-8
COc1ccccc1-c1c(C)c(C)nc(N)c1C#N	-2	-19	-17	-16	4	-10	-6	10	7	-10	-9
Cc1cnc(C(=O)OCC(=O)Nc2ccc(Br)cc2F)cn1	16	3	-7	3	-6	9	4	-19	2	0	-16
Cc1ccccc1NC(=O)CNC(=O)N1CC(=O)Nc2ccccc21	-6	5	-5	-19	3	-10	-3	-11	-17	-3	8
CSCCC(NS(=O)(=O)c1ccccc1F)C(=O)NCc1cccnc1 (stereo unspecified)	7	0	6	18	6	-28	6	-9	-23	-3	0
CCOC(=O)N1CCN(C(=O)Cc2cccc3ccccc23)CC1	5	-13	16	11	-7	2	8	20	1	-4	3
CCN(CC)CCCNC(=O)c1cc(-c2ccc3c(c2)OCO3)on1	16	0	-4	-8	-5	-9	-17	4	-24	-5	-8
Cc1ccc(/C=N/N2CCN(Cc3ccc(Cl)cc3)CC2)o1	3	-6	-4	11	-3	3	8	-16	10	-4	33
COc1ccccc1NC(=O)CSCc1cc(=O)n2c(C)csc2n1	16	9	5	0	-10	-20	3	-5	14	-4	-48
CCOc1ccc(NC(=O)Cn2nnc(C(=O)NCc3cccs3)c2N)cc1	-18	-2	-30	10	14	11	7	3	-10	7	1
COc1ccc(S(=O)(=O)N(C)CC(=O)NC2CC2)cc1OC	-12	-15	-25	22	-6	-6	-6	-5	-6	-5	-5
Cc1ccccc1OCc1nc2ccccc2c(=O)n1NC(=O)c1ccco1	-11	-10	11	-9	-1	-12	3	-20	2	-5	-2
CCN(CC)CCCn1c(=S)[nH]c2ncccc2c1=O	-5	6	11	9	-2	-1	-2	-11	-30	2	7
CC1([N+](=O)[O-])COC(c2cccc3ccccc23)OC1 (stereo unspecified)	3	.	9	-19	.	-35	13	-6	7	4	-11
CC(C)N(Cc1ccccc1)C(=O)COC(=O)c1ccccc1SCC(=O)N1CCCC1	13	2	-1	18	8	12	11	14	-15	-7	9
CCn1c(=O)c2sccc2n2c(CCCC(=O)NCCc3ccc(S(N)(=O)=O)cc3)nnc12	5	1	-10	-12	5	10	0	-8	-14	4	-1
CC1CCN(c2ccc(NC(=O)c3ccc([N+](=O)[O-])o3)cc2)CC1	42	-126	94*	-55	-9	9	-38	-68	-76	3	17
COc1ccc(N(CC(=O)NC2CCCCC2)C(=O)c2snc(C(N)=O)c2N)cc1	7	-2	0	5	4	-12	15	-15	-23	-11	16

Not all compounds are listed; count on the stated rates, not on these rows.
